# ALOX12 inh = blocks human arachidonate 12S-lipoxygenase; 580,000 tested, 1.1% active; Potency, µM (doses to about 108 µM), for inactives: at the highest dose activity change, negative = inhibition, hits mostly inhibitors; purified 12hLO, xylenol orange hydroperoxide absorbance; active = well fitted inhibition curve with a large enough effect; inconclusive = small, poorly fitted or top-dose-only effect, or another doubt; inactive = no such curve, though single readings can be large or run the other way
# Target sequence (P18054 whole entry, looked up): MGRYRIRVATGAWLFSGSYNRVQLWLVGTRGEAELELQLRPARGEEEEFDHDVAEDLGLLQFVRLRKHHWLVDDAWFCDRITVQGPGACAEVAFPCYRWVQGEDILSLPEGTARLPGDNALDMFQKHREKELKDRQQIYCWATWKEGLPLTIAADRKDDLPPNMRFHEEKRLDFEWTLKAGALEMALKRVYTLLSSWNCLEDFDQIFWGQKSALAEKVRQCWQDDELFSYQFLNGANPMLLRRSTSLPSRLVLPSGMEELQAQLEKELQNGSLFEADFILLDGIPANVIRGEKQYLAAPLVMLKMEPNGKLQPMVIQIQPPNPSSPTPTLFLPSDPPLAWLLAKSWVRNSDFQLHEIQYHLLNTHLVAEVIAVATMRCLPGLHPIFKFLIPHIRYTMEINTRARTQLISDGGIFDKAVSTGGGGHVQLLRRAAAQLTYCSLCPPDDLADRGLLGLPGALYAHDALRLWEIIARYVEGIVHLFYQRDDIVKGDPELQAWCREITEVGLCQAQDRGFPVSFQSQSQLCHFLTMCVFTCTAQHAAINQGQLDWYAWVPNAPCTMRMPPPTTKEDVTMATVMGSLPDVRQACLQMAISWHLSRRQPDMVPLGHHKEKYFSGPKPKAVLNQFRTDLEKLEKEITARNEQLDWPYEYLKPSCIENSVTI
#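 Hydroperoxide product was detected by ferrous iron/xylenol orange as the 573 to 405 nm absorbance ratio. Arachidonic acid at 40 uM (final) was turned over for 30 min at room temperature by 150 nM human 12hLO, pH 7.0 Hepes buffer, after 15 min compound preincubation.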
# The depositor's hits bear a star; u = inconclusive; & = joins results of further samples; [ ] = another dose, or the depositor's remark. % is scaled to controls: 0 for no effect and ±100 for the full control effect; potency is read from the fitted curve at half-maximal effect. This is a subset, so the mix of outcomes need not match the whole.
# The opening 4 entries (preview)
Structure,ALOX12 inh
COc1ccc(-c2nnc3n2CCN(C(=O)C2CCCC2)C3)cc1,31%[activator][176 µM]
NC(=O)N/N=C/c1ccc(Oc2ccc(F)cc2)cc1,82%[activator]
COCC1CN(C(C)=O)CC12CCN(C(=O)c1ccc(C)cc1C)CC2 (stereo not drawn),12%
COC1CCC12CCN(Cc1cccnc1)CC2 (stereo not drawn),38%

# Results, repeating the preview:
Structure,ALOX12 inh
COc1ccc(-c2nnc3n2CCN(C(=O)C2CCCC2)C3)cc1,31%[activator][176 µM]
NC(=O)N/N=C/c1ccc(Oc2ccc(F)cc2)cc1,82%[activator]
COCC1CN(C(C)=O)CC12CCN(C(=O)c1ccc(C)cc1C)CC2 (stereo not drawn),12%
COC1CCC12CCN(Cc1cccnc1)CC2 (stereo not drawn),38%
C[C@@H]1CN(C(=O)Cc2ccc3c(c2)OCO3)C[C@]1(C)O,23%
O=S(=O)(NCC1(c2ccccc2)CCC1)c1cccc(F)c1,-7%
CCC(=O)Nc1cc(-c2nc3cc(OC)ccc3o2)ccc1C,3%
CNC(=O)[C@@H]1CN(C(=O)CCc2ccccc2OC)C[C@H]1CO,44%[activator]
Cc1ccc(C2=NC3(CCN(C(=O)c4ccc5c(c4)OCO5)CC3)ON2)cc1,-6%
COc1ccc(-c2nc(-c3c(C)noc3C)cc3cc(C(C)C)oc23)cn1,u
COc1cc(C=O)cc(Br)c1OCc1cccc(C)c1,-1%
Cc1ccc(CC(=O)N(Cc2nc(-c3ccccc3)no2)C2CCCCC2)cc1,u
CCOc1cccc(-c2cc(C(=O)O)c3ccc(C)c(C)c3n2)c1,40µM*
O=C1CC(c2c[nH]c3ccccc23)C(=O)N1c1cccc(Br)c1 (stereo not drawn),u
CC1(c2noc(C3(C)CCOCC3)n2)CCNCC1,38%[activator]
COc1ccc(Nc2cc3c(cn2)CN(Cc2ccncc2)CCN3)cn1,72%[activator][176 µM]
CCCCCCN(CCC(=O)NCCc1ccccc1)C(=O)c1cc(C)oc1C,u
O=C1CN(C(=O)CCn2c(-c3ccccc3)cc3ccccc32)CCN1,-16%
CCOC(=O)c1cc(-c2ccco2)nc2c1c(C)nn2-c1ccccc1Cl,32µM*
CCOc1cc(=O)n2c(c1C(=O)N1CCN(c3ccc(F)cc3)CC1)CCCCC2,9%
Fc1ccccc1-c1nc(NC2CCCCC2)c2ccccc2n1,u
Cc1cc(-c2noc(COc3ccc(I)cc3)n2)c2ccccc2n1,-10%
O=C(Cc1ccc2c(c1)CCCC2)NC1CCCCCC1,77%[activator]
O=C(c1csc2c1CCCC2)N1CCCC(OCc2ccccn2)C1 (stereo not drawn),22%
COc1ccc(Cl)cc1NC(=O)C[C@H]1NC(=O)c2ccccc2NC1=O,-7%
CC(C)(C)c1cc(NC(=O)Nc2ccc(F)cc2)no1,25%
Cc1nn(CC(=O)NC(C)Cc2cnccn2)c(=O)n1CCc1ccccc1 (stereo not drawn),-47%
Cc1ccccc1N1Cc2c(NCc3cccc(Cl)c3)ncnc2N(C)CC1=O,32%[activator]
COc1cc(SC)ccc1C(=O)OCC(=O)NC(=O)NCc1ccco1,-12%
N/N=C(/C(=O)N1CCN(c2ccccn2)CC1)c1ccccc1I,10%
O=C1CC2(C(=O)Nc3c(Cl)cccc32)c2sc(C(=O)O)c(-c3ccccc3)c2N1 (stereo not drawn),-30%
CN(CCCc1nccn1C)C(=O)c1cn(CCC2CCCCN2)nn1 (stereo not drawn),u
Cc1occc1C(=O)Nc1ccc(SC2CCCC2)cc1,u
COc1cccc(OCc2nc3c(n2Cc2ccccc2)C(=O)N(C)CCN3)c1,56%[activator][176 µM]
COc1cccc(-c2noc(CC3CCN(C(=O)c4ccc(N(C)C)cc4)CC3)n2)c1,46%
N#Cc1cccnc1NCCCNc1ccccn1,9%
COc1cc(=O)n2c(c1C(=O)Nc1cc(F)ccc1C)CCCC2,52%[activator]
COc1cccc(CNC(=O)Cn2c(=O)nc3n2C(=O)N(c2ccccc2)C3)c1,6%
C/C(CC(=O)Nc1cccc2c1CCCC2)=N\NC(=O)c1ccc(Cl)cc1Cl,4%
CS(=O)(=O)N1CCCN(C(=O)C2CC2)c2ccccc21,13%
COC[C@@H]1CN(C(=O)c2ccoc2C)C[C@H]1c1nc(C)no1,36%[activator]
CCc1nn2c(=O)cc(CNc3cccc(C(=O)NCC(F)(F)F)c3)nc2s1,u
Cc1nn(C)cc1CN1C[C@@H](COCC(N)=O)[C@H](c2ccncc2)C1,176%[activator]
N#CC1=C(N)n2ncnc2NC1c1ccc(Cl)cc1Cl (stereo not drawn),-25%
Cn1c(NCCO)nc2c1c(=O)n(Cc1ccccc1F)c(=O)n2C,132%[activator]
COC(=O)COc1ccc2c(C)c(-c3ccc(Cl)cc3)c(=O)oc2c1,24%
Cc1cnc(C(=O)N[C@@H]2CN(c3ccncn3)C[C@H]2CN(C)C)cn1,67%[activator]
O=c1[nH]nc(SCc2nc(-c3cccc(C(F)(F)F)c3)no2)n2nc(-c3ccco3)cc12,u
N#C/C(=C/c1cccc2ccccc12)c1ccc([N+](=O)[O-])cc1,2%
COc1cc(CN2CCC3(CC2)CN(c2ccncn2)CC3CO)ccc1F (stereo not drawn),49%[activator]
O=C(CC1CCCC1)N1CCC(c2noc(-c3ccncc3)n2)C1 (stereo not drawn),9%
COC1C(=O)N(C2CCN(C(=O)c3ccc4[nH]ccc4c3)CC2)C12CCOCC2 (stereo not drawn),42%[activator]
Cc1ccc(Sc2ccc(NC(=O)c3ccccc3)cc2)c(C)c1,-9%
CC(C)CCN1CCn2c(nnc2-c2ccccc2)C1,14%[12.5 µM]
O=C(NC1CC1)[C@@H]1C[C@H](Oc2ccccc2)CN1S(=O)(=O)c1cccc(F)c1,21%
Cc1ccc(CNC(=O)c2noc(-c3ccc(C)cc3)n2)cc1,8%
COc1ccc(-c2cc(=O)c3cccc(CC(=O)O)c3o2)cc1,-12%
Cc1ccc(-c2nn3c(=O)cc(CNC(=O)COc4cccc(C(F)(F)F)c4)nc3s2)cc1,-9%
CC(C)CN1C(=O)N2Cc3ccccc3C2CS1(=O)=O (stereo not drawn),42%[activator]
Cn1ccc2c(C(=O)NCc3cccnc3)nc(-c3cccc(O)c3)cc21,2%[176 µM]

# (next part)
Structure,ALOX12 inh
CCOC(=O)N1CCN(Cc2cc(=O)oc3cc(O)c(Cl)cc23)CC1,-9%&-5%
COc1ccc(S(N)(=O)=O)cc1C(=O)NCc1cccnc1-n1ccnc1,1%
Cc1cccc(-c2ocnc2C(=O)NCCc2ccccc2)c1,6%
N#Cc1ccc(OCC(O)CN2CCN(c3nccs3)CC2)cc1 (stereo not drawn),17%
COC(=O)c1c(Cc2cc(Cl)ccc2Cl)c[nH]c1C,u
Cc1nc(CCNC(=O)N2CCN(Cc3ccco3)CC2)cs1,-8%
CC(=O)OC1CC2C(C)(C)C(=O)C=CC2(C)C2CCC3(C)C(c4ccoc4)OC(=O)C4OC43C12C (stereo not drawn),32%[activator]
N#Cc1ccc(C(=O)N2CCCCCCNC(=O)CC2)cc1,46%[activator]
COCc1nc(C2CCN(C(=O)C3CCCCC3)C2)no1 (stereo not drawn),33%[activator]
CN1CCN(C(=O)c2cn[nH]n2)CC12CCC(=O)N(CCO)CC2 (stereo not drawn),-8%
CN1CCN(C(=O)C2CCCN(c3nc(Cl)nc4nc[nH]c34)C2)CC1 (stereo not drawn),-9%
COCCn1ncc(N2CCC(NC(=O)COc3ccc(F)cc3)CC2)cc1=O,19%
CCC(C)OC(=O)COc1ccc2c(=O)c(Oc3ccc(C(C)(C)C)cc3)coc2c1 (stereo not drawn),34%[activator]
CCOC(=O)c1sc(NC(=O)N2CCN(CCO)CC2)c(C(=O)OCC)c1C,0%
Cc1ccc(NC(=O)C2CC(=O)N(c3n[nH]c4ccccc34)C2)nc1 (stereo not drawn),12%
CCOC(=O)C1CCN(C(=O)c2cccc3c2CCN3C(=O)Nc2ccccc2)CC1,53%[activator]
O=C(Nc1cccc(C(F)(F)F)c1)N[C@@H]1C[C@H](CO)[C@@H](O)[C@H]1O,-21%[176 µM]
COc1ccc(C(=O)N2CCN(c3oc(-c4cccs4)nc3C#N)CC2)cc1,0%
CCC(=O)Oc1ccc2c(=O)c(Oc3cc(C)cc(C)c3)c(C(F)(F)F)oc2c1,u
CCn1c(C)cc(C(=O)CSc2nnc(CN3CCOCC3)n2-c2ccccc2)c1C,u
Oc1ccccc1-c1ccnc2cc(-c3ccccc3)nn12,u
CCOc1ccc(-n2ccnc(NCc3ccccc3)c2=O)cc1,-67%
N#Cc1nc(-c2ccc(S(=O)(=O)N3CCCCCC3)cc2)oc1NCc1ccc2c(c1)OCO2,-13%
CC(C)C(N)c1cccs1 (stereo not drawn),25%
O=c1c(-c2ccccc2)nnc2sc(-c3ccccc3)nn12,-7%
CCn1cc(C(=O)N2CCc3nc(NC)nc(C(=O)N4CCCC4)c3C2)c(C)n1,10%
O=C1Cc2c(-c3ccc(F)cc3F)n[nH]c2CN1CC1CC1,-18%[176 µM]
CCOc1ccccc1CN1CCC2(CC1)CN(C(C)=O)CC2COC (stereo not drawn),36%[activator]
Cn1c([C@H]2CCN(C(=O)COc3ccccc3)C2)nc2ccccc21,-19%[176 µM]
CN(CC(=O)Nc1cccc(F)c1)C(=O)CCc1ncc(-c2ccc(F)cc2)o1,-3%
CCCC(=O)Nc1ccccc1-c1cccc(NC(C)=O)c1,48%
COc1ccc(Oc2coc3cc(OC(=O)c4ccc(Br)cc4)ccc3c2=O)cc1,-3%
O=C(c1ccccc1F)N1CCC2(CC1)OCC(C(=O)N1CCCC1)N2C(=O)c1ccco1 (stereo not drawn),58%[activator]
Cc1ncc2c(c1CNC(=O)c1ccc3n[nH]nc3c1)CCNC2,52%[activator]
Cc1nnc(NC(=O)C[C@H]2NC(=O)c3ccccc3NC2=O)s1,49%[activator]
Cn1nccc1C(=O)NC1CCN(c2cc(-c3ccccc3)[nH]n2)CC1,91%[activator]
COc1ccccc1NC(=O)C1=C(C)Nc2nc(SC)nn2C1c1cccc(C)c1 (stereo not drawn),6%
CC(C)(C)c1ccc(C(=O)N(c2ccc(Cl)cc2)C2C=CS(=O)(=O)C2)cc1 (stereo not drawn),u
Cc1cccc(C(CC(=O)Nc2ccc(-c3ccno3)cc2)n2cccc2)c1 (stereo not drawn),-22%
CC(C)(C)NCc1ccc2c(c1)OCO2,-20%

# Quoted at random: 5 entries already listed
Structure,ALOX12 inh
O=c1c(-c2ccccc2)nnc2sc(-c3ccccc3)nn12,-7%
O=C(c1ccccc1F)N1CCC2(CC1)OCC(C(=O)N1CCCC1)N2C(=O)c1ccco1 (stereo not drawn),58%[activator]
CC(C)(C)NCc1ccc2c(c1)OCO2,-20%
CN(CC(=O)Nc1cccc(F)c1)C(=O)CCc1ncc(-c2ccc(F)cc2)o1,-3%
Cc1ncc2c(c1CNC(=O)c1ccc3n[nH]nc3c1)CCNC2,52%[activator]

# Next section
Structure,ALOX12 inh
CC1CCCN(c2ncnc3c2CN(c2ccccc2)C(=O)N(C)C3)C1 (stereo not drawn),18%
CC(NC(=O)c1cnccn1)c1ccncc1 (stereo not drawn),-3%
CC(C)N1C(=O)C2(CCCCC2)C1C(=O)N1CCN(C)CC1 (stereo not drawn),42%
O=C(c1cccc(C(F)(F)F)c1)N1CCC(c2nn(-c3ccc(Cl)cc3)c(=O)[nH]2)CC1,10µM*
COc1cccc(-c2ccc(O)c(CNCc3cccc4ccccc34)c2)n1,30%[activator]
COCC(=O)NC[C@H]1O[C@@H](CO)[C@@H](O)[C@H]1N1CCN(c2ccccn2)CC1,u
COC(=O)CNC(=O)Nc1cc(C(=O)NCc2ccc(C(C)C)cc2)ccc1N1CCCC1,u
Cc1ccc(C(=O)N2CCC[C@H]2c2nc(-c3ccccc3Cl)no2)cc1C,5%
O=C(c1cnccn1)N1CCC2(CC1)NC(=O)N(Cc1ccc(F)cc1)C2=O,-16%
COc1cccc(NC(=O)C2CCN(C(=O)N3CC4CC(C3)[C@H]3CCCC(=O)N3C4)CC2)c1 (stereo partly drawn),66%[activator]
COCCN1C(=O)c2ccccc2C(C(=O)Nc2ccc(F)cc2)C12CCCCC2 (stereo not drawn),26%
CCOc1ccc(NC(=O)CSc2nc3ccccc3c(=O)n2CC2CCCO2)cc1 (stereo not drawn),-4%
O=C(Nc1ccccc1)N1CCC(CCNC(=O)C2(c3ccccc3)CC2)CC1,11%
CC(C)(C)c1cc(C[C@H]2CNCC[C@H]2CC(=O)Nc2nccs2)no1,61%[activator][176 µM]
FC(F)(F)Oc1cccc(CN2CCC[C@H]2c2nc(-c3ccc(N4CCOCC4)nc3)no2)c1,24%
Cc1cccc(S(=O)(=O)N2CC(C(=O)NC3CCCCC3)C3(CCOCC3)C2)c1 (stereo not drawn),-10%
CCn1cc(CN2CCC3(CCC3OC)CC2)cn1 (stereo not drawn),3%
CC(C)N1C[C@@H]2OCC(=O)N(CC3CCCCC3)[C@@H]2C1,-1%[176 µM]
O=C(CCn1ccn2nc3c(c2c1=O)CCCC3)Nc1ccc(F)cc1,u
Cc1noc(C(C)C)c1C(=O)Nc1ccc(OC(F)F)c(Cl)c1,u
O=C(c1cccc(C(F)(F)F)c1)N1CCN(C(=O)C2CC=CCC2)CC1 (stereo not drawn),21%
CCOC(=O)CCNCc1ccccc1,u
